TRHR agonist: activates the human TRH receptor; P34981; TRHR cells, calcium flux fluo-8, FDSS agonist mode; activation, % at 2 µM; hit rate 0.18% among 360,000; in the data active = activation above about 30%; also: 0% is about no effect
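In this calcium-flux screen, cells bearing human TRHR are dye-loaded with fluo-8, baselined for 10 cycles, then exposed to library compounds; positive kinetic calcium responses during the agonist phase mark hits, with TRH as control.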
Apoferritin bind: candidate novel general anesthetic via apoferritin binding; hit rate 0.074% among 350,000; apoferritin/1-aminoanthracene competitive binding, fluorescence; P02791; Potency, µM (titrated, usually from 77.5 µM), without a hit: at the top dose activity change, negative = displacement, actives largely listed as inhibitors; also: potency is read from the fitted curve at half-maximal effect; % is scaled to controls: 0 for no effect and ±100 for the full control effect; nearly all actives have a fitted effect of over 20% in size
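In PBS, apoferritin at 10 uM is loaded with 1-AMA from a 50% saturated solution. After 10 min of compound exposure at ambient temperature, reduced 535 nm fluorescence indicates probe displacement.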
ALOX12 inh: ALOX12 (human) lipoxygenase inhibition; P18054; purified 12hLO, xylenol orange hydroperoxide absorbance; Potency, µM (highest dose often 108 µM), inactives show top-dose activity change, negative = inhibition, usual class: inhibitors; hit rate 1.1% among 580,000; also: potency is read from the fitted curve at half-maximal effect; % is scaled to controls: 0 for no effect and ±100 for the full control effect
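Purified human 12hLO at 150 nM in 25 mM Hepes, 0.01% Triton X-100, pH 7.0, preincubated 15 min at room temperature with compound. Reaction started with 40 uM arachidonic acid, 30 min at room temperature. Hydroperoxide measured by Fe-xylenol orange, 573/405 nm absorbance ratio.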
POLK inh: inhibitors of human DNA polymerase kappa | hit rate 0.53% among 400,000 | Potency, µM (doses to about 107 µM), for inactives: top-dose activity, negative = inhibition, hits mostly inhibitors | Q9UBT6 | purified Pol kappa, fluorescent DNA synthesis assay, 10 min; also: potency is read from the fitted curve at half-maximal effect; % is scaled to controls: 0 for no effect and ±100 for the full control effect
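10 nM Pol kappa was preincubated with compounds for 15 min at room temperature. Reaction started with 50 nM (final) substrate. Fluorescence read kinetically at 0 and 10 min.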
POLI inh: DNA polymerase iota (human) inhibition; Pol iota fluorescent replication assay, 10 min; hit rate 1% among 390,000; AID 588590; Potency, µM (highest dose often 115 µM), for the others: top-dose activity, negative = inhibition, most hits filed as inhibitors; Q9UNA4; also: potency is read from the fitted curve at half-maximal effect
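Fluorescent replication assay read twice, at 0 min and 10 min after adding 50 nM (final) substrate. Enzyme (10 nM) and compounds were first incubated 15 min at room temperature; enzyme-free buffer wells were negative controls.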
APEX1 inh: blocks human APE1 abasic DNA cleavage. recombinant APE1, TAMRA/BHQ-2 abasic DNA cleavage fluorescence. Potency, µM (titrated, usually from 65.8 µM), inactives show top-dose activity change, negative = inhibition, most hits filed as inhibitors. hit rate 0.35% among 350,000. AID 2517;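 also: potency is read from the fitted curve at half-maximal effect; plate controls were vehicle for no effect and reference inhibitor for full effect; nearly all actives have a fitted effect of over 55% in size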
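Incision of a quenched TAMRA/BHQ-2 THF abasic-site duplex (50 nM) by 0.75 nM APE1, after 15 min compound preincubation, measured as fluorescence increase over three 60 s reads. Values normalized to buffer, DMSO and NSC13755 control wells.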
ERG-DNA inh: ERG Ets/DNA interaction inhibition; AID 624246; Potency, µM (series often up to 76.9 µM), for inactives: at the highest dose FP activity, negative = inhibition, most hits filed as inhibitors; fluorescence polarization, His-ERG Ets domain / labelled DNA; P11308; hit rate 0.028% among 370,000; active = well fitted inhibition curve with a large enough effect in the polarisation, with a control signal flat; inconclusive = small, poorly fitted or top-dose-only effect, or effect the other way, or a change in a side signal; inactive = no such curve, though single readings can be large or run the other way; the % refers to the polarisation;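 also: polarization taken with two DNA probes labelled with fluorescein and Texas red; potency is read from the fitted curve at half-maximal effect; % of control where 0% means no effect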
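His-tagged ERG Ets domain (1 uM in the protein solution; 300mM KCl, 50mM Tris-HCl, 1mM EDTA, 1mM DTT, pH 7.5) received compound, then a probe mix of 5 nM fluorescein-DNA and 100nM Texas-615-DNA. Fluorescence polarization was read for both dyes.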
BLM helicase inh: blocks DNA unwinding by human BLM helicase; recombinant BLM DNA unwinding, fluorescence dequenching; Potency, µM (titrated, usually from 56.1 µM), for inactives: at the top dose activity change, negative = inhibition, actives largely listed as inhibitors; hit rate 0.2% among 350,000; P54132;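 also: potency is read from the fitted curve at half-maximal effect; plate controls were vehicle for no effect and no enzyme for full effect; nearly all actives have a fitted effect of over 35% in size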
Target sequence (P54132 whole entry, looked up): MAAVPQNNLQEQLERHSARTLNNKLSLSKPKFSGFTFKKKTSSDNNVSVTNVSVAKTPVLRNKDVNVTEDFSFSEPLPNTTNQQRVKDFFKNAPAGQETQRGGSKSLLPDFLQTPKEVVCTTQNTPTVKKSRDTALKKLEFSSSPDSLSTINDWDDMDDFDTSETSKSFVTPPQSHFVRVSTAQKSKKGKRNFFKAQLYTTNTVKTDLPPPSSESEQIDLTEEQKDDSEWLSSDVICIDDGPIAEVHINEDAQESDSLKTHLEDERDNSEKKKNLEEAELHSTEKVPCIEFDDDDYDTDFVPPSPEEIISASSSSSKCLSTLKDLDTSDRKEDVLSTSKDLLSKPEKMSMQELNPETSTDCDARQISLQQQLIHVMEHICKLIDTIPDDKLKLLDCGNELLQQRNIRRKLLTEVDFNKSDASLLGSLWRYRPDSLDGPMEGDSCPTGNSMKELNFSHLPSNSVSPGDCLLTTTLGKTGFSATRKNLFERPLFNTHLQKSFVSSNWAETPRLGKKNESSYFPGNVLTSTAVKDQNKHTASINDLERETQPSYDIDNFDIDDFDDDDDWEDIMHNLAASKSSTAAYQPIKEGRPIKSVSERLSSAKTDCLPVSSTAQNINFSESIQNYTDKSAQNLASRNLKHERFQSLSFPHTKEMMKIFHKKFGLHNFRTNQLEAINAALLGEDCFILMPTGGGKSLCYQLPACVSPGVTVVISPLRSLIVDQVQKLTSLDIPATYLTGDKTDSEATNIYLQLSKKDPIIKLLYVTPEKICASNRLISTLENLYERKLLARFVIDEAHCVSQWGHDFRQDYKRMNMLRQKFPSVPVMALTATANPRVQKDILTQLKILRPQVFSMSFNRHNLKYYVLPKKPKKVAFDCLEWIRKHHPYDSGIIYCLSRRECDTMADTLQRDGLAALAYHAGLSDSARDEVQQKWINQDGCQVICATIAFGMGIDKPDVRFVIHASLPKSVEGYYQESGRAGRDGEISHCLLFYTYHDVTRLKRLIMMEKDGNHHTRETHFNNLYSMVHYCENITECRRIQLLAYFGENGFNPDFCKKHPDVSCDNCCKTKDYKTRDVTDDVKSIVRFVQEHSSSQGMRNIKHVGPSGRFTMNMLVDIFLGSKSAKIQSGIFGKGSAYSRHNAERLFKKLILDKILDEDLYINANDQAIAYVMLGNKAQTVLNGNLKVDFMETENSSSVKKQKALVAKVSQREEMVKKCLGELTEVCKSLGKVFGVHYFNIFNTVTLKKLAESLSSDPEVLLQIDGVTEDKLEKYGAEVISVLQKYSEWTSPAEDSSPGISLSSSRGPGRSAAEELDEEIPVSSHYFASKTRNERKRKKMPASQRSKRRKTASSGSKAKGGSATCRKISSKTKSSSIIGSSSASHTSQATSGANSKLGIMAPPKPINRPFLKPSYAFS
POLB inh: inhibitors of human DNA polymerase beta; P06746; Pol beta primer extension/strand displacement, fluorescence kinetic; Potency, µM (series often up to 114 µM), inactives show at the top dose activity change, negative = inhibition, hits mostly inhibitors; hit rate 1.3% among 340,000; AID 485314; also: potency is read from the fitted curve at half-maximal effect; % is scaled to controls: 0 for no effect and ±100 for the full control effect
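Preincubation: enzyme (10 nM) with compound, 15 min, RT. Reaction: substrate added to 50 nM final. Reads: 0 and 10 min. Analysis: normalized, Hill fit.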
* marks the source's active call; other numbers are inactive results; ? = inconclusive; nt = not tested or not shown; & = joins results of further samples; [ ] = remark or other dose. Unless noted, calls follow the shape of the dose curve; as a rule, active = well fitted curve in the direction sought with a large enough effect; inconclusive = small, poorly fitted or top-dose-only effect, or another doubt; inactive = no such curve, though single readings can be large; an effect the other way counts as inactive or inconclusive.

SMILES	TRHR agonist	Apoferritin bind	ALOX12 inh	POLK inh	POLI inh	APEX1 inh	ERG-DNA inh	BLM helicase inh	POLB inh
CCN1C(=O)c2ccccc2S(=O)c2ccc(C(=O)NCc3ccc(F)cc3)cc21 (configuration not stated)	-0.3	-12%	-10%	-1%	3%	nt	-4%	-2%	1%
CCOc1ccc(N2C(=O)C(Cl)=C(N3CCOCC3)C2=O)cc1	-0.4	?	0%	-9%	97%[activator]	-6%	-2%	-6%	30%
COc1ccc(CCNC(=O)CCCn2c(=O)c3ccccc3n(CC(=O)Nc3ccccc3C)c2=O)cc1OC	-1.6	-8%	-20%	-7%	22%	nt	4%	0%	?
CC1=C(C(=O)Nc2ccccc2C)C(c2cccnc2)n2nc(SCc3ccccc3)nc2N1 (configuration not stated)	-0.1	4%	?	-7%[60.1 µM]	?	nt	-1%	-8%	?
C=CCc1cc(/C=C2/NC(=O)N(CC(=O)OC)C2=O)cc(OC)c1O	0.8	-11%	-34%	-14%	-9%	?	5%	-3%	48%
N/C(=N\OC(=O)c1ccccc1Cl)c1ccc(Cl)cc1	0.6	-1%	-11%	1%	18%	-4%	-12%	-1%	-10%
Cc1ccc(Nc2nc(N)nc(CN3CCN(C(=O)c4ccco4)CC3)n2)cc1Cl	0.2	?	-13%	-6%	-2%	?	-1%	1%	11%
CC(C)(C)n1nnnc1C(c1ccc(C(F)(F)F)cc1)N(Cc1ccccc1)Cc1ccco1 (configuration not stated)	1.5	3%	430%[activator]	-4%	14%	2%	6%	-11%	-3%
CN1C(=O)C(CC(=O)Nc2ccc(F)cc2)N(Cc2ccco2)C1=S (configuration not stated)	0.7	-5%	-8%	-3%	7%	13%	5%	-4%	9%
COC(=O)C(CSCc1ccccc1)NC(=O)CSc1nc(C)cc(=O)[nH]1 (configuration not stated)	0.0	2%	0%	-1%	27%	6%	-1%	5%	1%
CCN(CC)CCNC(=O)c1ccc(NC(=O)c2cccc(S(=O)(=O)N3CCc4ccccc43)c2)cc1	0.5	nt	?	-7%	7%	12%	4%	nt	nt
COC(=O)[C@H]1C[C@@H]1[C@H](NS(=O)(=O)c1ccc2ccccc2c1)c1ccccc1	-0.2	-13%&4%	2%	14%	4%	-2%&14%	7%	-3%&-7%	-1%
Nc1cc([N+](=O)[O-])ccc1Nc1ccc(O)cc1	-1.3	-7%	?	-12%	-27%	9%	-6%	-12%	22%
Cc1ccc(S(=O)(=O)N(C)C)cc1NC(=S)N1CCc2ccccc21	0.0	-15%	442%[activator]	3%	-3%	1%	-4%	-4%	22%
CC(=O)c1ccc(N2CCN(S(=O)(=O)c3cccc(S(=O)(=O)N4CCOCC4)c3)CC2)cc1	0.4	-7%	0%	-1%	-9%	6%	-5%	-4%	3%
CCOC(=O)c1c(NC(=O)/C=C/c2ccc(OCC)cc2)sc2c1CCCC2	0.3	0%	-25%	-6%	38%[activator]	nt	-2%	-3%	-1%
Nc1ccccc1-c1nc2ccccc2s1	-0.3	137%[activator]	-4%	-2%	55%[activator]	8%	13%	-2%	1%
CCOc1ccc(N(CC(=O)Nc2ccccc2C)S(=O)(=O)c2c(C)[nH]c(=O)[nH]c2=O)cc1	0.5	-14%	1%	-3%	-17%	10%	3%	0%	0%
CSc1cccc(CNC(=O)CC2C(=O)NCCN2CC(C)(C)C)c1 (configuration not stated)	1.0	1%	0%	-8%	24%	11%	21%	-4%	4%
Cn1c(N)c(C(=O)COC(=O)c2ccccc2C(=O)c2ccc(Cl)c([N+](=O)[O-])c2)c(=O)n(C)c1=O	nt	nt	nt	-6%	15%	33%	0%	nt	nt
CCOC(=O)Cn1cnc2onc(-c3ccc(F)cc3)c2c1=O	-1.5	-22%	0%	-3%	25%	nt	1%	0%	-1%
O=[N+]([O-])c1cccc(N=Nc2ccc(O)cc2O)c1	nt	nt	20µM*	?	?	nt	-1%	nt	nt
O=C(NCc1ccccc1)c1ccccc1	nt	nt	31%[activator]	1%	19%	nt	9%	nt	nt
CCCCOc1ccc(N2C(N)=NC(N)=NC23CCCCC3)cc1	0.2	-13%	2%	-9%	-4%	29%	-3%	6%	-3%
O=C(Cc1c(Sc2ccccc2)c2ccccc2n1Cc1ccccc1)NCCO	-0.6	4%	-17%	-21%	-15%	-5%	12%	-13%	-2%
COCCn1c(=O)c(CCc2ccccc2)nc2cnc(Nc3ccccc3)nc21	nt	nt	49%[activator]	0%[60.1 µM]	nt	-12%	nt	-9%	nt
Cn1ncc([N+](=O)[O-])c1C(=O)N/N=C/c1cccc([N+](=O)[O-])c1	0.5	-4%	1%	-3%	103%[activator]	-1%	?	-4%	-3%
CC(SC1=NCCS1)C(=O)Nc1nnc(-c2ccc(Br)cc2)s1 (configuration not stated)	0.7	-4%	16%	1%	-19%	-5%	-6%	1%	-1%
Nc1ncnc(N2CCc3ccccc32)c1[N+](=O)[O-]	-1.0	-2%	-17%	-11%	151%[activator]	-17%	2%	1%	-27%
N#Cc1c(Sc2ncc(C(F)(F)F)cc2Cl)nsc1C/C=N\OCc1ccccc1Br	-0.5	14µM*	-1%	-3%	?	7%	19%	-19%	2%
CCOc1ccc(NC(=O)CCc2c(C)nc3cc(-c4ccc(Cl)cc4)nn3c2C)cc1	0.2	-7%	-9%	-8%	-4%	nt	0%	-7%	31%
COc1ccc(Nc2nc3ccccc3nc2NS(=O)(=O)c2ccc(Cl)cc2)cc1OC	1.0	1%	-21%&-22%	-1%	-8%	nt	-2%	-3%	0%
COc1ccccc1N1CCN(C(=O)c2cc3c(s2)CCCCC3)CC1	0.8	-5%	nt	-17%	?	12%	-2%	-5%	-1%
CCOc1ccc(C(=O)/C=C/c2ccc(OC)c(OC)c2)cc1	-1.0	-20%	-8%	2%	40%[activator]	2%	2%	-5%	0%
N#CC1=C(N)SC(N)=C(C#N)C1c1ccc(C(F)(F)F)cc1	2.2	-11%	nt	nt	nt	13%	nt	-10%	-1%
O=C(CCCn1c(=S)[nH]c2cc3c(cc2c1=O)OCO3)NCc1cccc(Cl)c1	1.0	24%	10%	?	45µM*	-4%	-4%	2%	1%
CN(C)c1ccc(CNc2nc(-c3ccco3)nn2S(=O)(=O)c2ccc3ccccc3c2)cc1	-0.9	-9%	0%	-20%	14%	nt	0%	-3%	-10%
CCOC(=O)NC(=O)COC(=O)c1cccc2ccccc12	2.5	-17%	-7%	-11%	73%[activator]	17%	16%	-2%	26%
CCCCc1nnc(NC(=O)COc2ccc3c(C)cc(=O)oc3c2)s1	0.0	2%	?	nt	nt	10%	nt	0%	-7%
CC(=O)c1cccc(Nc2cc(C)nc3c(C)cccc23)c1	-3.6	-8%	-3%	-3%	-13%	11%	-1%	108%[activator]	16%
CC12CCC(C(=O)N/N=C/c3ccc(O)cc3)(OC1=O)C2(C)C (configuration not stated)	0.5	-7%	16%	-18%	6%	-9%	2%	-6%	19%
Cc1ccc(C2=N/C(=C\c3c(C)nn(-c4ccccc4)c3N3CCCC3)C(=O)O2)cc1	1.5	2%	-8%	8%	16%	16%	4%	-8%	?
CCOc1ccc(CCNC(=O)CSc2nc3ncc(Cl)cc3[nH]2)cc1OCC	-1.5	1%	397%[activator]	-14%	-24%	-6%	16%	2%	0%
O=C(NCCNC(=O)C(c1ccccc1)c1ccccc1)c1ccco1	-0.8	-12%	0%	1%	11%	1%	-19%	-3%	-22%
COc1ccc(N2CCN(C(=O)CCS(=O)(=O)c3cccc4nsnc34)CC2)cc1	-1.7	-15%	-11%	-6%	30%[activator]	2%	2%	1%	4%
CCCN(CC(=O)Nc1ccccc1OC)C(=O)c1ccccn1	nt	nt	-7%	-9%	95%[activator]	3%	4%	nt	nt
Cc1cccc(OCCCC(=O)Nc2ccc(Br)cc2)c1	-0.4	1%	2%	-5%	15%	-3%	-3%	-5%	-10%
Cn1c(=O)c2c(-c3cccc(Br)c3)n(CCO)cc2n(C)c1=O	-1.0	5%	?	0%	-10%	nt	-1%	-4%	-2%
CN(CCCCCCCCC(=O)/C=N/O)Cc1ccccc1	0.0	-7%	?	-6%	23%	7%	nt	1%	5%
CCCSc1nc2c(c(=O)[nH]1)C(c1ccc(O)c(OCC)c1)CC(=O)N2 (configuration not stated)	-1.8	-8%	-23%	-1%	-4%	nt	-3%	-1%	27%
CCO[C@H]1OC(C(=O)N2CCN(C)CC2)=C[C@@H](C(C)(C)C)[C@@H]1CCCO	0.0	-9%	-24%	-4%	-10%	4%	-4%	-1%	73%
Cc1ccc(OCCNC(=O)c2cc(C(=O)NCCOc3ccc(C)cc3)cc([N+](=O)[O-])c2)cc1	-0.1	?	-3%	-19%	-5%	-1%	-2%	-9%	2%
CCOc1ccc(CCNC(=O)COC(=O)COc2ccc(C(C)=O)cc2)cc1OCC	-0.5	nt	0%	-5%	1%	-9%	-9%	nt	nt
Cc1ccccc1S(=O)(=O)Oc1cccc2c(O)cccc12	0.4	-14%	?	2%	10%	6%	-21%	-12%	8%
Cc1ccc(S(=O)(=O)N2CCCc3cc(NC(=O)c4ccc(Cl)cc4)ccc32)cc1	0.3	36%[activator]	4%	-4%[60.1 µM]	31%[activator]	nt	1%	-9%	1%
Cn1c(=O)c2c(nc(Cl)n2Cc2ccncc2)n(C)c1=O	0.0	-14%	16%	-6%	15%	9%	nt	1%	5%
CCC(C)NC(=O)c1cccc(C)c1 (configuration not stated)	-0.6	-2%	8%	-9%	43%[activator]	0%	14%	3%	10%

Assay outcomes (PubChem BioAssay)

The list is partial; the hit share may differ from the screen's.
